Bioassay records from PubChem BioAssay.
NCI-60 one-dose screen, 48 h, at 10 µM unless noted. Numbers give growth in % (100 = growth as untreated, 0 = no growth, -100 = all killed).
HL-60(TB) – HL-60(TB) leukemia cells. AID 1794776. 78,000 compounds, 9% hits; active = growth percent below 10
* = called active by the depositor. Only part of the results is shown; the hit share may differ from the screen's.

SMILES | HL-60(TB)
O=C(Cn1cc(CN2C(=O)c3ccc([N+](=O)[O-])cc3C2=O)nn1)Nc1ccc(Cl)cc1[N+](=O)[O-] | 102
COc1ccc(-c2nc3cc(C(=O)NC4CCCCC4)ccc3n2C2CCCCC2)cc1 | 79
CCCCNC(=O)/C=C\C(=O)O | 90
CCCCCCn1c(=N)n(CC(O)COc2cccc(C)c2)c2ccccc21 (configuration not stated) | -48*
COc1cc(/C=C(\C#N)C(=O)Nc2sc3c(c2C#N)CCC3)ccc1OCc1ccccc1 | 98
C=CC[C@@H]1C(=O)[C@@H]2C[C@@H](O)[C@@H](O)C[C@]2(C)[C@H]2CC[C@@]3(C)C(=C12)CC[C@@H]3[C@@](C)(O)[C@H](O)CCC(C)(C)O | 90
Nc1c(C(=O)Nc2cccc3ncccc23)sc2nc3c(cc12)C(=O)CCC3 | 33
N#Cc1c(N2CCN(Cc3ccccc3)CC2)nc(=S)[nH]c1-c1ccc([N+](=O)[O-])cc1 | 105
CCC(SCC(N)=O)(C(N)=O)C(C)C (configuration not stated) | 110
Cc1c2c(c(C)c3c1oc1cc(O)ccc13)C(=O)N(Cc1ccccc1)C2=O | 101
S=C1CCCCCN1 | 107
COC(=O)CC1CSC(=S)N1c1ccc(F)cc1 (configuration not stated) | 91
O=C=Nc1ccc(N=Nc2ccccc2)cc1 | 45
CCCCCCCCCCCCCCCCCC | 113
c1cncc(-c2nc3ccccc3[nH]2)c1 | 95

Next part; it opens with the three that closed the last part.
SMILES | HL-60(TB)
O=C=Nc1ccc(N=Nc2ccccc2)cc1 | 45
CCCCCCCCCCCCCCCCCC | 113
c1cncc(-c2nc3ccccc3[nH]2)c1 | 95
COC(=O)c1cc(-c2ccc(OC)cc2)[nH]c1NNC(C)=O | 90
Nc1nc2[nH]cc(CCc3ccc(C(=O)N[C@@H](CCC(=O)O)c4nn[nH]n4)cc3)c2c(=O)[nH]1 | 102
Cc1ccc2nc(-c3ccccc3)nn2c1 | 106
COc1cccc(NC(=O)c2sc3nc4c(cc3c2N)C(=O)CCC4)c1 | -2.5*
CCCCNC(=O)Oc1ccc(/C(=C(/CC)Cc2ccccc2)c2ccc(OCCN3CCOCC3)cc2)cc1 | 60
OCCN(Cc1ccccc1)Cc1ccccc1 | 106
O=C(/C=C/c1ccccc1)Nc1ncccc1OCc1cn(Cc2ccc(Cl)cc2)nn1 | 104
O=c1c2cnn(-c3ccccc3)c2n2c(CN3CCOCC3)nnc2n1-c1ccccc1 | 102
O=C1N=c2ccccc2=C/C1=C\c1cc(-c2ccccc2)oc1O | 96
CCc1cc2c(cc1-c1csc(C/C(N)=N/O)n1)C(C)(C)CCC2(C)C | 70
COc1ccc(C2=NNC(c3ccc(Oc4ccc(Br)cc4)cc3)C2)cc1OC (configuration not stated) | 89
CC(=O)C1CCC2C3CCC4=CC(=O)CCC4(C)C3(C)C(=O)CC12C (configuration not stated) | 93
COc1ccc(S(=O)(=O)Nc2cc(/C=C\c3cc(OC)c(OC)c(OC)c3)cc(OC)c2OC)cc1 | -42*
Nc1ccc(-c2nnc(NS(=O)(=O)c3ccccc3)s2)cc1 | 103
Cc1cc(CSC(=N)N)c(CSC(=N)N)cc1C | 134
Cc1ccc(S(=O)(=O)NCCCNc2nccc(-n3ccc4cccnc43)n2)cc1 | 111
C=C(C)[C@@H]1CCC(C)=C[C@H]1c1c(O)cc(O)cc1CCCCC | 87
O=S(=O)(NC(=S)Nc1ccccc1)c1ccc(NNc2c3ccccc3nc3ccccc23)cc1 | 78
CCCCCCCCCCCCCCCCSC(=S)N1CCCCC1 | 91
Cc1[nH]c2ccccc2c1C(C[N+](=O)[O-])c1ccco1 (configuration not stated) | 110
C=C(C)[C@@H]1CC[C@]2(C)[C@H](C=CC3=C4C[C@@](C)(CO)CC[C@]4(C)CC[C@]32C)[C@@]1(C)CCCN | -58*
Cc1cc(C)nc(NS(=O)(=O)c2ccc(Nc3ccc4c5c(n(CCCN(C)C)c(=O)c4c3)-c3ccccc3C5=O)cc2)n1 | 71
NC(N)=Nc1ccc(Nc2cccc(Nc3ccc(Cl)c(C(F)(F)F)c3)c2)cn1 | -41*
O=C([O-])C1CCCCC1[I+]c1ccccc1 (configuration not stated) | 107
COc1cc2c3c(c1OC)-c1ccncc1CC3N(C)CC2 (configuration not stated) | 105
CCCc1c(C(=O)Nc2ccc3c(c2)C(=O)OC3)nnn1-c1ccccc1 | 55
CCCCCNc1ccc(C#N)c(OCCN2CCCCC2C)c1 (configuration not stated) | 94
NS(=O)(=O)c1ccc(Nc2ncc3c(n2)CCCC3=O)cc1 | 103
COc1ccc(-n2ncc3c2CCc2cc(S(=O)(=O)c4ccccc4)c(OCc4ccccc4)nc2-3)cc1 | 94
N#Cc1nc(CC(=O)c2ccc(Cl)c(Cl)c2)c(CC(=O)c2ccc(Cl)c(Cl)c2)nc1C#N | 95
C=C1[C@]2(C(=O)OC)C=C(C=O)C(O)[C@@]1(C)CC1[C@@]3(C)CC[C@H](O)C(C)(C)C3CC[C@]12C (some centres not stated) | 94
O=Cc1cn(Cc2ccccc2)c2ccccc12 | 105
FC(F)(F)c1cccc(-c2nnn(Cc3cc(-c4cccc(Cl)c4)no3)n2)c1 | 108
Cc1ccncc1NC=O | 105
CCCn1c(=O)c2[nH]c(-c3ccc(OCc4nc5ccc(C#N)cc5[nH]4)cc3)nc2n(CCC)c1=O | 95
COC(CCP(=O)(c1ccccc1)c1ccccc1)(C(=O)c1ccccc1)c1ccccc1 (configuration not stated) | 7.7*
COc1cc(NS(=O)(=O)c2ccc(NC(C)c3ccc4cccnc4c3O)cc2)nc(OC)n1 (configuration not stated) | 101
CCOC(=O)Nc1ccc(-n2cnc3cc(-c4ccc(O)cc4)ccc32)cc1 | 55
CCCCOC(=O)CC(C)SP1(=S)OCC(CC)(CC)CO1 (configuration not stated) | 101
Cc1cc2ccccc2c[n+]1CC(=O)c1ccccc1 | 98
CC(C)(C)NC(=O)NCCN1CC1 | 115
COc1ccc(OC)c(-n2cc(C#N)c(N)c2C(=O)c2cc(OC)c(OC)c(OC)c2)c1 | 97
Clc1ccc(-c2cn3ccnc3c(-c3ccc4ncn(C5CCCCC5)c4c3)n2)cc1 | 84
CC1(C)C=Cc2c(cc3occ(-c4ccc(O)cc4)c(=O)c3c2O)O1 | 85
COc1cc2c3c(c4c5ccccc5[nH]c4c2c(OC)c1OC)C(=O)N(CCO)C3=O | 107
COC(=O)C1=C(O)C(=O)C(C(=O)OC)N1Cl (configuration not stated) | 101
Cc1cc2ccccc2c[n+]1CC(=O)c1ccc2ccccc2c1 | 39
CCOC(=O)C1=C(CSc2nnc(-c3ccccc3)o2)N(C)C(=O)NC1c1ccccc1 (configuration not stated) | 89
CCOC(=O)c1cnn2c1NC(c1ccc(F)cc1)C2 (configuration not stated) | 110
C1CCN(c2nc(=[N+]3CCCCC3)ss2)CC1 | 113
CC(=O)OCc1ccc[n+]([O-])c1 | 115
Cc1nc2cc(Nc3nc(-c4ccc(Cl)cc4)nc(N4CCOCC4)n3)ccc2n1Cc1ccccc1 | 67
CC(=O)OCc1cc(C(C)(C)C)c(O)c(C(C)(C)C)c1 | 100
O=S(=O)(NO)c1ccc(Cl)cc1 | 91
CCn1c(SCC(=O)Nc2cccc(C(=O)/C=C/c3ccccc3Cl)c2)nc2ccccc2c1=O | 107
COC(=O)Cc1[nH]c(Cl)nc1C(=O)OC | 98
C=CCn1cc(-c2nc3ccccc3s2)c2cc(-c3ccc4c5c(cccc35)C(=O)N(CCCC)C4=O)ccc21 | 107
O=C1c2cc3c(cc2-c2c1c1ccc(F)cc1c(=O)n2C[C@H](O)[C@@H](O)[C@H](O)CO)OCO3 | -3.7*
CC(C)Cc1ccc(C(C)c2nnc(NC(=S)Nc3ccccc3)s2)cc1 (configuration not stated) | 111
Cc1ccc(-n2cc(C=O)c(-c3ccc(S(C)(=O)=O)cc3)n2)cc1 | 87

2 records drawn at random from those above:
SMILES | HL-60(TB)
CCOC(=O)C1=C(CSc2nnc(-c3ccccc3)o2)N(C)C(=O)NC1c1ccccc1 (configuration not stated) | 89
Cc1ccc(-n2cc(C=O)c(-c3ccc(S(C)(=O)=O)cc3)n2)cc1 | 87

Next section.
SMILES | HL-60(TB)
NC(N)=N/N=C\c1ccc2c(c1)OCO2 | 84
CC(O)(CCO)CCO | 85
COc1cccc(C)c1[N+](=O)[O-] | 105
CCOC(=O)c1c2c(c(C)n1Cc1ccccc1)-c1nc(Nc3ccccc3)ncc1CC2 | 105
CCOC(=O)c1ccc(NC(=S)NC(=O)c2ccc(OCC)cc2)cc1 | 103
CCOC(=O)c1c(N)sc2cc(OC)ccc12 | 98
O=C(/C=C/c1ccc(Oc2ccc(Cl)cc2)cc1)c1ccc(Br)cc1 | 93
C=C(C)CCCC(C)C(O)C=O (configuration not stated) | 108
CCOC(=O)C1=CSC2=NC3=C(CCCC/C3=C\c3ccc(Cl)cc3)C(c3ccc(Cl)cc3)N12 (configuration not stated) | 96
NN(Cc1ccccc1)Cc1ccccc1 | 109
O=C(O)c1ccc(-n2cc(CO)c(-c3ccc(F)cc3F)n2)cc1 | 86
COc1ccc(-c2nc(N/N=C/c3cccc(F)c3)nc(N3CCOCC3)c2C#N)cc1 | 97
Cc1ccc(Nc2nnc(-c3cc(F)c(F)c(F)c3)o2)c(C)c1 | 96
COc1ccc(C2CC(c3ccc(OC)cc3OC)=NN2c2ccc(S(N)(=O)=O)cc2)cc1 (configuration not stated) | 61
CCCCNCC(O)(c1ccc(Cl)cc1)c1ccc(Cl)cc1 | 79

Molecules listed so far that have a furan ring, fused or not, in the order listed:
SMILES | HL-60(TB)
Cc1c2c(c(C)c3c1oc1cc(O)ccc13)C(=O)N(Cc1ccccc1)C2=O | 101
O=C1N=c2ccccc2=C/C1=C\c1cc(-c2ccccc2)oc1O | 96
Cc1[nH]c2ccccc2c1C(C[N+](=O)[O-])c1ccco1 (configuration not stated) | 110

Going on with the list:
SMILES | HL-60(TB)
CC1=C(Nc2ccc(N3CCN(C)CC3)cc2)C(=O)c2cncnc2C1=O | -27*
CCOc1c(Br)cc(C2C(C(=O)OC)=CN(C)C=C2C(=O)OC)cc1OC | 36
COc1ccc(Cc2cnc(N)nc2N)cc1OC | 95
Cc1c(CC(=O)O)c(=O)n(-c2ccccc2)n1C | 99
O=S(=O)(Oc1ccc(-c2cn3ccoc3n2)cc1)c1ccc(Cl)c(Cl)c1 | 92
O=C(CN1CCN(c2cc(=O)n(-c3ccccc3)c3ccccc23)CC1)Nc1ccc([N+](=O)[O-])cc1 | 85
N#Cc1cnn(C(=O)c2ccccc2Br)c1NC(=O)c1ccccc1Br | 93
CC[C@@]1(O)C(=O)OCc2c1cc1n(c2=O)Cc2c-1nc1ccccc1c2/C=N/OC(C)(C)C | -29*
Cc1cccc(OP(=S)(Oc2cccc(C)c2)Oc2cccc(C)c2)c1 | 80
CSC1=NC(c2ccc([N+](=O)[O-])cc2)C(C(C)=O)=C(C)N1 (configuration not stated) | 104
O=C(N/N=C/c1ccc(F)cc1)c1ccc(C(F)(F)F)nc1Nc1cccc(C(F)(F)F)c1 | -37*
COc1cc(CNC(=O)CCCC/C=C/C(C)C)ccc1OCc1nnc(Nc2ccc([N+](=O)[O-])cc2)o1 | 101
COC(=O)C1=CC(c2cc3ccccc3o2)=C(C#N)C(=O)NN1 | 107
CC(=O)Oc1ccc(OC(C)=O)c2c1CC(C)=C(C)C2 | 25
CC(C)(C)c1cc(/N=C/c2ccc(Cl)cc2)n(-c2ccccc2)n1 | 68
COc1cc(C=Nc2oc(-c3ccccc3)c(-c3ccccc3)c2C#N)cc(CN2CCOCC2)c1O | 98
C=CCN1C(=O)/C(=C/c2ccc(N(C)C)cc2)SC1=Nc1ccc(Cl)c(Cl)c1 | 108
C#CC(C)(CC)NC(=O)c1cc(-c2cccc(OC)c2)on1 (configuration not stated) | 90
CCC(CC)(C[N+](=O)[O-])C[N+](=O)[O-] | 94
CCn1cc(C(=O)NN=C2CCN(C)CC2)c(=O)c2ccc(C)nc21 | 103
C=CCN1C(=O)/C(=C/C(=O)OCC)S/C1=N\Nc1cc(=O)[nH]c2ccc(Br)cc12 | 97
CC1=C(C(=O)c2cnccn2)C(c2ccc(O)cc2)NC(=O)N1 (configuration not stated) | 115
COc1cc(C2Cc3ncccc3-c3nc(N)c4cccnc4c32)cc(OC)c1OC (configuration not stated) | 98
CCCCSc1ncc(C)c(NC)n1 | 94
Cc1ccc(-c2nc3nc(-c4ccc(F)cc4)nc(N4CCCNCC4)c3o2)cc1 | -70*
C=CCn1c(SCC(=O)Nc2ccc(Cl)cc2)nnc1-c1cc(-c2ccc(Cl)cc2)nc2ccccc12 | 97
COc1ccc(NC(=O)CSc2nnc(COc3cnc4ccccc4n3)o2)cc1 | 125
COc1cc(-c2nc3ccccc3[nH]2)ccc1OCC(=O)N=Nc1c(O)[nH]c2ccc([N+](=O)[O-])cc12 | 102
Nc1nc2ncnc3ncn1c32 | 102
COc1ccc(N2CCN(c3ncnc4sc5c(c34)CCN(C(=O)OC(C)(C)C)C5)CC2)cc1 | 98

Ordered by molecular weight (rising): 4 of the compounds above
SMILES | HL-60(TB)
C#CC(C)(CC)NC(=O)c1cc(-c2cccc(OC)c2)on1 (configuration not stated) | 90
CC1=C(C(=O)c2cnccn2)C(c2ccc(O)cc2)NC(=O)N1 (configuration not stated) | 115
COc1ccc(N2CCN(c3ncnc4sc5c(c34)CCN(C(=O)OC(C)(C)C)C5)CC2)cc1 | 98
COc1cc(C=Nc2oc(-c3ccccc3)c(-c3ccccc3)c2C#N)cc(CN2CCOCC2)c1O | 98

Continued.
SMILES | HL-60(TB)
CCCC(=O)CC(=O)CC(C)C | 115
CCC(C(O)c1ccccc1)[N+](=O)[O-] (configuration not stated) | 94
CN(C(=O)Nc1ccccc1)c1ccccc1 | 96
COc1ccc(-c2ccc(NC(=O)Nc3ccc(Cl)c(C(F)(F)F)c3)c(C)n2)cc1OC | 53
NS(=O)(=O)Oc1ccc(C(=O)NC23CC4CC(CC(C4)C2)C3)cc1F | 100
CC1(C)CC[C@]2(C=O)CC[C@]3(C)[C@@H](NC(=O)C[C@@H]4[C@@]5(C)CCC(=O)C(C)(C)[C@@H]5CC[C@]43C)[C@@H]2C1 | 110
Cc1nn(-c2ccccc2)c2nc3c(cc12)C(=O)c1ccccc1-3 | 114
